KCNQ2 inh: KCNQ2 potassium channel inhibitors, primary screen, cell-based, CHO-K1, FluxOR thallium flux, B-score (AID 2156); B-score at 10 µM; 20 min; stronger effect = lower value; 310,000 tested, 1.1% active; O88943;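 active = fluorescence ratio B-score at most minus 3 library SDs, with starting brightness B-score within 2 library SDs, cut at about -5.5 in these data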
Target sequence (O88943 whole entry, looked up): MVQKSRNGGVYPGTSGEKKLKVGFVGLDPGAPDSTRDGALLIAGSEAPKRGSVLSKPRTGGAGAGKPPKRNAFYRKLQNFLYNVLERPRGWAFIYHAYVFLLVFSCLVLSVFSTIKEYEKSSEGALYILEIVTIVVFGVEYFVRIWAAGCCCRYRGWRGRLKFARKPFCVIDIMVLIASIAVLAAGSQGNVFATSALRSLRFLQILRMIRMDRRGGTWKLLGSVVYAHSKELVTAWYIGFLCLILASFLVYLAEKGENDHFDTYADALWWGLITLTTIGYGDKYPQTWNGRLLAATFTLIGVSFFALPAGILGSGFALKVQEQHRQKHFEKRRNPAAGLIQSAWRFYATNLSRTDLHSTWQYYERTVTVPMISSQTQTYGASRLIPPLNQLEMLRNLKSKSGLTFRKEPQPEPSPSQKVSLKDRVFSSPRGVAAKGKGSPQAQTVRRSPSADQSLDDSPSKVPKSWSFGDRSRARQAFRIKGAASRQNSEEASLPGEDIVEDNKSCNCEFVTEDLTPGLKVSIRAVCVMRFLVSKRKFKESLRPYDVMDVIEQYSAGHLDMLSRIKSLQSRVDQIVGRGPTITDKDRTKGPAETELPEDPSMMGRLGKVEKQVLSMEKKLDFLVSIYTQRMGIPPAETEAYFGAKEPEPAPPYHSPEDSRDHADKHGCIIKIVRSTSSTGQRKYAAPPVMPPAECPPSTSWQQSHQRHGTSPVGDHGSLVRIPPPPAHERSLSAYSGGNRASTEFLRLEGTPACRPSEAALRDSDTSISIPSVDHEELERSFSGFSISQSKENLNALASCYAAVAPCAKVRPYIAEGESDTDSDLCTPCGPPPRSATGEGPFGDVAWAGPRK
CHT block: inhibits the human high affinity choline transporter; CHT-expressing cells, membrane potential dye, choline response; stronger effect = lower value; B-score at 10 µM; 310,000 tested, 0.86% active; AID 488975;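 active = B-score over 3 SD under the library average, and starting fluorescence ratio not unusually high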;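 also: choline stimulus applied at its EC90 after an EC20 pre-addition; B-score computed on integrated fluorescence ratio after choline addition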
* marks the source's active call; other numbers are inactive results.

How did Cc1cc(N=Cc2cc(Cl)ccc2O)no1 do in these assays?
KCNQ2 inh: inactive; CHT block: inactive

Results for O=C(CSCc1ccc(Cl)cc1)N1CCOCC1 ?
KCNQ2 inh: inactive; CHT block: inactive

What do the screens show for `CC(C)N1C(=O)CCC1C(=O)NCc1ccco1` (stereo not given)?
KCNQ2 inh: inactive; CHT block: inactive

How did COC(=O)C1CSC(c2ccc(Cl)cc2)N1C(=O)c1ccccc1 (stereo not given) do in these assays?
KCNQ2 inh: inactive; CHT block: inactive

Results for CC(C)CC(=O)NCCNC(=O)c1cc(OCC(F)(F)F)ccc1OCC(F)(F)F ?
KCNQ2 inh: inactive; CHT block: inactive

How did O=C(NCc1ccccc1)c1cccc(Br)n1 do in these assays?
KCNQ2 inh: inactive; CHT block: inactive

Results for COc1ccc(OCc2nnc(SCC(=O)Nc3cccc(Cl)c3)o2)cc1 ?
KCNQ2 inh: inactive; CHT block: inactive

What do the screens show for `CCOC(=O)N1CCC(N2Cc3cccc(C(=O)NCc4ccc(C)cc4)c3C2=O)CC1`?
KCNQ2 inh: inactive; CHT block: inactive

How did COC(=O)c1ccc2nc(NC(=O)C(C)(C)C)sc2c1 do in these assays?
KCNQ2 inh: inactive; CHT block: inactive

How did CCC(=O)N(Cc1cc2cc(C)c(C)cc2[nH]c1=O)C1CCCCC1 do in these assays?
KCNQ2 inh: inactive; CHT block: inactive

How did CCCOc1ccc2c(c1)C(=NN=C(N)N)c1cc(OCCC)ccc1-2 do in these assays?
KCNQ2 inh: inactive; CHT block: inactive

What do the screens show for `C/C(=N\NC(=O)c1ccccc1O)c1cccs1`?
KCNQ2 inh: inactive; CHT block: inactive

Results for CCCCc1cc(C(=O)Cc2ccccn2)c(O)cc1O ?
KCNQ2 inh: inactive; CHT block: inactive

How did COc1ccc(C2C(C(=O)O)CC(=O)N2C2CCCCC2)cc1 (stereo not given) do in these assays?
KCNQ2 inh: inactive; CHT block: inactive

How did CC1(C)CC2CC(C)(CN2C(=O)c2cc(-c3ccccc3)on2)C1 (stereo not given) do in these assays?
KCNQ2 inh: inactive; CHT block: inactive

Results for O=C(NCCn1cc(SCc2ccccc2F)c2ccccc21)c1c(F)cccc1F ?
KCNQ2 inh: inactive; CHT block: inactive

What do the screens show for `CCn1cc(CN(C)C(=O)/C=C/c2ccc([N+](=O)[O-])cc2)c(C)n1`?
KCNQ2 inh: inactive; CHT block: inactive

Results for COCC(=O)NC1CCN(CC(=O)Nc2ccccc2[N+](=O)[O-])CC1 ?
KCNQ2 inh: inactive; CHT block: inactive

What do the screens show for `NS(=O)(=O)c1ccc(NC(=O)CSc2nc3c(c(=O)[nH]2)CCCC3)cc1`?
KCNQ2 inh: inactive; CHT block: inactive

What do the screens show for `Cc1ccccc1NC(=O)C12CC3CCC1(C)C3(C)CO2` (stereo not given)?
KCNQ2 inh: inactive; CHT block: inactive

Results for CC(=O)OCc1cc(-c2nc3ccccc3[nH]c2=O)nn1-c1ccc(Cl)cc1 ?
KCNQ2 inh: inactive; CHT block: inactive

What do the screens show for `OC1CCCN(CC(O)COC(c2ccccc2)c2ccccc2)C1` (stereo not given)?
KCNQ2 inh: inactive; CHT block: inactive

How did Cc1ccc(Nc2nc(C)c3c(n2)CC(C)CC3=O)c(C)c1 (stereo not given) do in these assays?
KCNQ2 inh: inactive; CHT block: inactive

How did COc1cc(C2C3=C(CCCC3=O)Nc3[nH]n(-c4ccccc4)c(=O)c32)ccc1OC(C)=O (stereo not given) do in these assays?
KCNQ2 inh: inactive; CHT block: inactive

How did COc1ccccc1C(=O)Nc1ccc(S(=O)(=O)N2CCCC2)cc1 do in these assays?
KCNQ2 inh: inactive; CHT block: inactive

Results for C#CCOCCOCCOCCNc1nc(N2CCN(C(=O)[C@H]([C@@H](C)CC)n3cc([C@@H](N)Cc4ccc(O)cc4)nn3)CC2)nc(N2CCN(C(=O)[C@H](Cc3ccc(O)cc3)n3cc([C@@H](N)C(C)CC)nn3)CC2)n1 (stereo not given in full) ?
KCNQ2 inh: inactive; CHT block: inactive

How did O=C(Cc1ccccc1)c1nnc(-c2ccccc2)o1 do in these assays?
KCNQ2 inh: inactive; CHT block: inactive

How did O=C(COC(=O)c1cccc([N+](=O)[O-])c1)NC1CCCC1 do in these assays?
KCNQ2 inh: inactive; CHT block: inactive

How did COc1ccc(OC)c(S(=O)(=O)N2CCC(C(=O)Nc3ccc(C)c(C)c3)CC2)c1 do in these assays?
KCNQ2 inh: inactive; CHT block: inactive

Results for CCCCCC(=O)NC(=S)Nc1ccc(N2CCOCC2)cc1 ?
KCNQ2 inh: inactive; CHT block: inactive

What do the screens show for `COc1ccc(C(=O)NNC(=O)CSc2nc(C(C)C)nc3ccccc23)cc1`?
KCNQ2 inh: inactive; CHT block: inactive

What do the screens show for `Cc1ccccc1CSc1nccn1-c1ccccc1`?
KCNQ2 inh: inactive; CHT block: inactive

How did Cc1cc(C)cc(NC(=O)C/C(N)=N/O)c1 do in these assays?
KCNQ2 inh: inactive; CHT block: inactive

How did Cc1cc(C)n2nc(SCC(=O)Nc3c(C)n(C)n(-c4ccccc4)c3=O)nc2n1 do in these assays?
KCNQ2 inh: inactive; CHT block: inactive

Results for CCOC(=O)CSC(CC)C(=O)Nc1nnc(C(C)C)s1 (stereo not given) ?
KCNQ2 inh: inactive; CHT block: inactive

Results for O=C1CC(N2CCN(c3ccccc3Cl)CC2)C(=O)N1c1cccc(F)c1 (stereo not given) ?
KCNQ2 inh: inactive; CHT block: inactive

How did COc1cc(C(=O)NC2CCN(Cc3ccccc3)CC2)cc(Cl)c1OC(C)C do in these assays?
KCNQ2 inh: inactive; CHT block: inactive

Results for CC(C)(C)OC(=O)[C@H](Cc1ccccc1)NC(=O)c1nc[nH]c1C(=O)N1CCc2ccccc2C1 ?
KCNQ2 inh: inactive; CHT block: inactive

What do the screens show for `CN(C)S(=O)(=O)c1cccc(NC(=O)C(c2ccccc2)c2ccccc2)c1`?
KCNQ2 inh: inactive; CHT block: inactive

How did CS(=O)(=O)c1ccccc1C(=O)Nc1ccc(-c2nc3ccccc3o2)cc1 do in these assays?
KCNQ2 inh: inactive; CHT block: inactive

How did CC1Sc2ccc(S(=O)(=O)CCC(=O)Nc3ccccn3)cc2NC1=O (stereo not given) do in these assays?
KCNQ2 inh: inactive; CHT block: inactive

Results for C=CCOC(=O)C1=C(C)NC(=O)NC1c1ccc(Cl)cc1 (stereo not given) ?
KCNQ2 inh: inactive; CHT block: inactive

What do the screens show for `CCCCc1nc2sc3c(c2c(=O)[nH]1)CC(C)(C)OC3`?
KCNQ2 inh: inactive; CHT block: inactive

Results for Cc1cnc(C(=O)Nc2cccc3cccnc23)cn1 ?
KCNQ2 inh: inactive

Results for C#CC(C)(C)NC(=O)c1ccc(-c2ccccc2F)cc1 ?
KCNQ2 inh: inactive; CHT block: inactive

Results for Cc1c(C=O)c(Cl)n(C)c(=O)c1C#N ?
KCNQ2 inh: inactive; CHT block: inactive

What do the screens show for `CCCCC1CCC(c2nc(-c3cccnc3)no2)CC1` (stereo not given)?
KCNQ2 inh: inactive; CHT block: inactive

What do the screens show for `O=C(NCCN1CCOCC1)c1cc2c(=O)n3ccccc3nc2n1Cc1ccccc1`?
KCNQ2 inh: inactive; CHT block: inactive

How did CC(=O)C(Sc1nnnn1-c1ccccc1)C(C)=O do in these assays?
KCNQ2 inh: inactive; CHT block: inactive

What do the screens show for `CCS(=O)(=O)N1Cc2ccccc2CC1C(=O)Nc1nc2ccccc2[nH]1` (stereo not given)?
KCNQ2 inh: inactive; CHT block: inactive

Results for COc1c(O)c(=O)n2c3ccccc3c3ccnc1c32 ?
KCNQ2 inh: inactive; CHT block: inactive

What do the screens show for `O=c1c2ccccc2nc(SCCN2CCOCC2)n1CCc1ccccc1`?
KCNQ2 inh: inactive; CHT block: inactive

How did N#CCCN(C(=O)c1cc2c(s1)-c1ccccc1S(=O)(=O)C2)c1ccccc1 do in these assays?
KCNQ2 inh: inactive; CHT block: inactive

Results for O=C(NNC(=O)c1ccccc1O)c1cccc(Br)c1 ?
KCNQ2 inh: inactive; CHT block: inactive

What do the screens show for `CC1(C)C(=O)NC(=O)N1Cc1ccccc1`?
KCNQ2 inh: inactive; CHT block: inactive

What do the screens show for `CN(CCNC(=O)C1CCN(S(=O)(=O)N2CCOCC2)CC1)CCc1ccccc1`?
KCNQ2 inh: inactive; CHT block: inactive

Results for CSc1ccc(CN(C)C(C)C(=O)NCc2ccccc2)cc1 (stereo not given) ?
KCNQ2 inh: inactive; CHT block: inactive

How did CCn1c(CNC(=O)c2ccccc2F)nnc1SCCOc1ccccc1 do in these assays?
KCNQ2 inh: inactive; CHT block: inactive

What do the screens show for `O=C(Nc1nc2cc3c(cc2s1)OCO3)C1=COCCO1`?
KCNQ2 inh: inactive; CHT block: inactive

How did COCCNc1ncnc2c1cnn2Cc1ccc(Cl)cc1 do in these assays?
KCNQ2 inh: inactive; CHT block: inactive

Of the compounds above, these contain fluorine.
Results for CC(C)CC(=O)NCCNC(=O)c1cc(OCC(F)(F)F)ccc1OCC(F)(F)F ?
KCNQ2 inh: inactive; CHT block: inactive

Results for O=C(NCCn1cc(SCc2ccccc2F)c2ccccc21)c1c(F)cccc1F ?
KCNQ2 inh: inactive; CHT block: inactive

Results for O=C1CC(N2CCN(c3ccccc3Cl)CC2)C(=O)N1c1cccc(F)c1 (stereo not given) ?
KCNQ2 inh: inactive; CHT block: inactive

Results for C#CC(C)(C)NC(=O)c1ccc(-c2ccccc2F)cc1 ?
KCNQ2 inh: inactive; CHT block: inactive

How did CCn1c(CNC(=O)c2ccccc2F)nnc1SCCOc1ccccc1 do in these assays?
KCNQ2 inh: inactive; CHT block: inactive

Further records follow.
Results for CC1CCCCN1Cc1c(O)ccc2c(=O)c(-c3ccc(Br)cc3)coc12 (stereo not given) ?
KCNQ2 inh: inactive

Results for Cc1ccc2nc(C(=O)N3CCCC(Nc4ccc(F)cc4)C3)cn2c1 (stereo not given) ?
KCNQ2 inh: inactive; CHT block: inactive

How did CCOC(=O)N1CCN(C(=O)COC(=O)CN(C)S(=O)(=O)c2ccc(NC(C)=O)cc2)CC1 do in these assays?
KCNQ2 inh: inactive; CHT block: inactive

What do the screens show for `O=C(Cn1ccccc1=O)NCc1ccc(F)cc1`?
KCNQ2 inh: inactive; CHT block: inactive

What do the screens show for `COc1ccccc1-n1c(SCC(=O)NCC2CCCO2)nc2c([nH]c3ccccc32)c1=O` (stereo not given)?
KCNQ2 inh: inactive; CHT block: inactive

Results for Cc1ccccc1NC(=O)C(C)c1cccc(C(=O)c2ccccc2)c1 (stereo not given) ?
KCNQ2 inh: inactive; CHT block: inactive

How did COc1cccc(CNC(=O)COC(=O)CN(C)S(=O)(=O)c2ccc(NC(C)=O)cc2)c1 do in these assays?
KCNQ2 inh: inactive; CHT block: inactive

Results for COc1ccc(C(=O)NC2CC2)cc1OC1CCN(Cc2ccccc2)CC1 ?
KCNQ2 inh: inactive; CHT block: inactive

What do the screens show for `Cc1cc(C(=O)Cn2c(CO)nc3ccccc32)c(C)n1C`?
KCNQ2 inh: inactive; CHT block: inactive

How did O=C(Sc1cccc2cccnc12)c1ccccc1Br do in these assays?
KCNQ2 inh: -6.2*; CHT block: inactive

What do the screens show for `Cc1ccc(NCC(=O)N/N=C/c2cc(O)ccc2[N+](=O)[O-])cc1`?
KCNQ2 inh: inactive; CHT block: inactive

What do the screens show for `COc1ccc(COC(=O)C2CCN(S(=O)(=O)c3ccc(F)cc3)CC2)cc1`?
KCNQ2 inh: inactive; CHT block: inactive

What do the screens show for `O=C(NCCNC(=O)C(F)(F)F)c1ccncc1`?
KCNQ2 inh: inactive; CHT block: inactive

Results for O=C(NNC(=O)c1cc(C(F)(F)F)cc(C(F)(F)F)c1)c1ccc(Cl)cc1 ?
KCNQ2 inh: inactive; CHT block: inactive

How did CCOC(=O)C1NN=C(C(=O)c2ccccc2)C1c1ccccc1 (stereo not given) do in these assays?
KCNQ2 inh: inactive; CHT block: inactive

What do the screens show for `O=C(CN1C(=O)CCC1=O)NCC12CC3CC(CC(C3)C1)C2`?
KCNQ2 inh: inactive; CHT block: inactive

How did O=S(=O)(c1ccc(Cl)nc1)N1CCCc2ccccc21 do in these assays?
KCNQ2 inh: inactive; CHT block: inactive

What do the screens show for `Cc1ccc(CN(Cc2ccco2)C(=S)NCC(=O)O)cc1`?
KCNQ2 inh: inactive; CHT block: inactive

What do the screens show for `O=C(Cn1nnc(-c2ccccc2)n1)Nc1ccc2c(c1)OCO2`?
CHT block: inactive

Results for CCN1CCN(C(c2cccnc2)c2cc(Cl)c3cccnc3c2O)CC1 (stereo not given) ?
KCNQ2 inh: inactive; CHT block: inactive

How did CC(=O)NCC(=O)NC(C(=O)Nc1ccc2c(c1)OCCO2)c1ccc(C)cc1 (stereo not given) do in these assays?
KCNQ2 inh: inactive; CHT block: inactive

How did CN(C)CCCN(C(=O)COc1ccccc1)c1nc2cc3c(cc2s1)OCCO3 do in these assays?
KCNQ2 inh: inactive; CHT block: inactive

How did Cc1[nH]c(=O)[nH]c(=O)c1CSc1nnc([C@H](CC(C)C)NC(=O)OC(C)(C)C)o1 do in these assays?
KCNQ2 inh: inactive; CHT block: inactive

What do the screens show for `Cc1cccc(N(C(=O)Cn2nnc3ccccc32)C(C(=O)NCc2ccco2)c2ccncc2)c1` (stereo not given)?
KCNQ2 inh: inactive; CHT block: inactive

Nothing new here: two of the compounds above.
How did Cc1[nH]c(=O)[nH]c(=O)c1CSc1nnc([C@H](CC(C)C)NC(=O)OC(C)(C)C)o1 do in these assays?
KCNQ2 inh: inactive; CHT block: inactive

What do the screens show for `Cc1cccc(N(C(=O)Cn2nnc3ccccc32)C(C(=O)NCc2ccco2)c2ccncc2)c1` (stereo not given)?
KCNQ2 inh: inactive; CHT block: inactive
